From PubChem BioAssay
M. tuberculosis HTS = M. tuberculosis growth inhibition, HTS (AID 449762); M. tuberculosis H37Rv growth inhibition, 7H9 media; higher % means a stronger effect; one-dose inhibition, % at 25 µM; IC50 in µM for titrated hits; hit rate 0.59% among 330,000; in the data active = a potency from the dose series; inconclusive = inhibition above about 70% without an active follow-up result;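 also: bacterial growth assessed after seven days of incubation; strong numbers were not always called active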
Salmonella PhoP GFP = PhoP regulon inhibitors, Salmonella typhi PhoP promoter GFP reporter, confirmatory (AID 1850); inhibition, % at 50 µM, or IC50 in µM where a hit was titrated; Salmonella Typhi PhoP-promoter GFP reporter, fluorescence, 4 h; higher % means a stronger effect; hit rate 0.33% among 310,000; in the data active = a potency from the dose series; inconclusive = inhibition mostly from about 25% at the one dose, without a potency; inactive = the rest, 99 in 100 with inhibition below about 19%;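 also: 0% = induced wells with vehicle and 100% = uninduced wells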
H1N1 NS1A inhibition = NS1A inhibition, H1N1 influenza, cell based functional assay (AID 504329). NS1A functional cell-based assay, percent inhibition; higher % means a stronger effect. inhibition, % at 12.5 µM, or IC50 in µM where a hit was titrated. hit rate 0.3% among 340,000; in the data active = a potency from the dose series; inconclusive = inhibition above about 27% without an active follow-up result; also: strong numbers were not always called active
tuberculosis growth = growth inhibition of non-replicating M. tuberculosis (AID 488890); inhibition, % at 25 µM, or IC50 in µM where a hit was titrated; hit rate 0.39% among 320,000; Mycobacterium tuberculosis non-replicating, growth inhibition; higher % means a stronger effect; in the data active = a potency from the dose series; inconclusive = inhibition mostly from about 82% at the one dose, without a potency; inactive = the rest, 99 in 100 with inhibition below about 76%;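 also: plate controls were DMSO cells for no effect and high antibiotic wells for full effect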
inhibitors of VEEV = inhibitors of VEEV TC-83 cytopathic effect, confirmation, Vero cells (AID 588727) | one-dose inhibition, % at 20 µM; IC50 in µM for titrated hits | Vero cells, VEEV TC-83 cytopathic effect inhibition; higher % means a stronger effect | hit rate 0.13% among 350,000; in the data active = a potency from the dose series; inconclusive = inhibition mostly from about 14% at the one dose, without a potency; inactive = the rest, 99 in 100 with inhibition below about 12%; also: strong numbers were not always called active
inhibitors of VEEV 10K pilot screen = second read-out of inhibitors of VEEV, no call of its own (marks repeat the call); inhibition, %; measured here: 10K pilot screen inhibition
Active calls of the source: *; i = inactive; ? = inconclusive; / = not tested or not shown.

SMILES	M. tuberculosis HTS	Salmonella PhoP GFP	H1N1 NS1A inhibition	tuberculosis growth	inhibitors of VEEV	others
CC1CCCN(C(=O)c2sc3cc([N+](=O)[O-])ccc3c2Cl)C1 (centres undefined)	5%	10%	6%	30%	1.6%
COc1ccccc1N1CCN(C(=O)c2ccc([N+](=O)[O-])s2)CC1	-4%	-4%	-1%	6µM*	4.7%
COc1ccc(NS(=O)(=O)c2ccc(NC(=S)NC(=O)c3cccnc3)cc2)nn1	-8%	11%	/	25%	2.7%
CN(CC(=O)Nc1ccccc1C(=O)NC1CC1)Cc1ccc(N(C)C)cc1	-2%	/	0%	26%	0.8%
CCOC(=O)c1c(CN2CCOCC2)oc2ccc(OC(C)=O)cc12	5%	-8%	-8%	5%	2.0%
Nc1nonc1-n1nnc(C(=O)N/N=C/c2cccnc2)c1CSc1ccccc1	5%	-21%	-4%	23%	2.9%
NCC(c1ccco1)c1c[nH]c2ccccc12 (centres undefined)	5%	4%	0%	26%	0.7%
O=C(Oc1ccccc1N1C(=O)C2CCCCC2C1=O)c1ccc(Cl)cc1 (centres undefined)	13%	-1%	-3%	36%	0.2%
COc1ccccc1OCCNc1nc2c(c(=O)n(C)c(=O)n2C)n1C	-2%	7%	-6%	-9%	9.8%
O=C(Cn1cc(C=C2C(=O)NC(=O)NC2=O)c2ccccc21)NCC1CCCO1 (centres undefined)	6%	-3%	0%	-7%	0.5%
Cc1occc1-c1nnc(SCC(=O)c2ccc3c(c2)OCCO3)n1CC1CCCO1 (centres undefined)	-5%	-5%	9%	34%	i
Cc1cnc(C(=O)Nc2ccccc2-n2cccc2)cn1	-7%	6%	4%	50%	3.6%	inhibitors of VEEV 10K pilot screen=0.4
Clc1cccc(NCc2nnc3n2CCCCC3)c1	-10%	0%	-8%	-11%	1.4%
Cc1c(C(=O)NCc2cccnc2)oc2ccc(S(=O)(=O)N3CCCCC3)cc12	-8%	-13%	6%	9%	0.7%
CSCCC(NS(=O)(=O)c1c(Cl)cccc1Cl)C(=O)O (centres undefined)	3%	3%	-7%	3%	2.4%
O=C(Nc1cccc(S(=O)(=O)N2CCOCC2)c1)C1CC(=O)N(c2ccc3c(c2)OCCO3)C1 (centres undefined)	-5%	/	-1%	11%	1.2%
Cc1c(C(=O)O)oc2ccc(S(=O)(=O)NCCC3=CCCCC3)cc12	-8%	0%	-1%	1%	i
N#CCN(C(=O)COC(=O)CCCNC(=O)c1ccc(Cl)cc1)c1ccccc1	-6%	/	-11%	0%	1.9%
S=C(NCc1ccccc1)Nc1ccc2ccccc2c1	1%	-4%	-4%	?	2.2%
O=C(N/C=C/n1cnc2cc(C(F)(F)F)ccc21)c1ccccc1	-4%	-9%	-4%	-20%	1.0%
N#Cc1cc2c(nc1SCC(=O)Nc1ccc(Cl)cc1)C1CCN2CC1	-4%	-10%	-2%	-3%	2.8%
CCCCNC(=S)NNC(=O)c1csc2c1CCC(C)C2 (centres undefined)	9%	-1%	7%	24%	i
COc1ccc(COC(=O)C2CCN(S(=O)(=O)c3ccc(OC)c(OC)c3)CC2)cc1	-3%	/	3%	23%	i
COc1ccccc1NC(=O)c1ccc([N+](=O)[O-])cc1[N+](=O)[O-]	11%	-3%	12%	76%	i
CCOC(=O)C1CCN(Cc2cc(=O)oc3c(C)c(C)ccc23)CC1	0%	0%	0%	54%	0.4%

Structures listed so far with an aryl thioether with sulfur outside any ring, in the order listed:
SMILES	M. tuberculosis HTS	Salmonella PhoP GFP	H1N1 NS1A inhibition	tuberculosis growth	inhibitors of VEEV	others
Nc1nonc1-n1nnc(C(=O)N/N=C/c2cccnc2)c1CSc1ccccc1	5%	-21%	-4%	23%	2.9%
Cc1occc1-c1nnc(SCC(=O)c2ccc3c(c2)OCCO3)n1CC1CCCO1 (centres undefined)	-5%	-5%	9%	34%	i
N#Cc1cc2c(nc1SCC(=O)Nc1ccc(Cl)cc1)C1CCN2CC1	-4%	-10%	-2%	-3%	2.8%

The list continues:
SMILES	M. tuberculosis HTS	Salmonella PhoP GFP	H1N1 NS1A inhibition	tuberculosis growth	inhibitors of VEEV	others
COC(=O)COc1coc(CN2CCN(c3cccc(Cl)c3)CC2)cc1=O	3%	-3%	5%	30%	0.5%
COc1ccccc1N1C(=O)C2C3C=CC(CC3)C2C1=O (centres undefined)	-7%	0%	-4%	8%	0.2%
O=C(Nc1sc2c(c1C(=O)NC1CCCCC1)CCC2)c1ccco1	/	/	-17%	/	4.8%
Cc1csc(NC(=O)/C=C/c2ccco2)n1	-5%	-6%	-2%	-6%	0.5%
CCOc1ccc(-n2ccnc(SCC(=O)NCc3cccc(OC)c3)c2=O)cc1	33%	2%	-8%	10%	8.7%
Cc1cc2cc(CN(Cc3ccc4c(c3)OCO4)C(=O)c3cnccn3)c3nnnn3c2cc1C	-1%	8%	5%	7%	9.6%
COc1ccccc1OC(=O)c1ccc(S(=O)(=O)N(C)C)cc1	10µM*	-7%	6%	?	0.6%
Cn1c(=O)c2ccccc2n2c(=S)[nH]nc12	5%	14%	10%	-19%	i
Cc1ccc(OCc2nnc(SCC(N)=O)n2N)cc1	-4%	13%	-8%	-5%	3.3%
COc1cccc(C2c3[nH]c4ccccc4c3C[C@H]3C(=O)N(c4ccccc4C(=O)N4CCCC4C(=O)O)C(=O)N23)c1 (some centres undefined)	-11%	21%	2%	-10%	4.0%
O=C(Cn1cnc2ccccc2c1=O)Nc1ccc2c(c1)CCC2	1%	-10%	0%	4%	1.7%
CCc1ccc2oc(=O)cc(CN3CCN(Cc4ccccc4)CC3)c2c1	69%	-8%	6%	12%	3.5%
O=C(Cc1ccccc1[N+](=O)[O-])NCCCN1CCOCC1	6%	10%	5%	5%	0.7%
COC(=O)c1c(NC(=O)CSc2nnc(-c3cccnc3)n2Cc2ccco2)sc(C)c1C	-5%	-5%	-16%	23%	i
c1ccc2c(c1)ncn2CCCOc1ccc2c(c1)CCC2	69%	9%	-8%	74%	i
CC(=O)Nc1ccc2c(c1)N(C(C)=O)c1ccccc1CC2	-6%	10%	-5%	-3%	0.0%
CCOc1ccc(S(=O)(=O)N(C)c2ccc(OCC(=O)NCc3ccco3)cc2)cc1	-6%	-2%	6%	-1%	1.4%	inhibitors of VEEV 10K pilot screen=0.2
Nc1nc(N)c2nc(CNc3ccc(C(=O)NC(CCC(=O)O)C(=O)O)cc3)cnc2n1 (centres undefined)	15%	-12%	/	-9%	/
NC(=O)c1cn(-c2ccccc2)nc1-c1cccnc1	2%	1%	3%	15%	4.2%
Cc1ccc(S(=O)(=O)Nc2ccc3ccccc3n2)cc1	0%	3%	/	-2%	0.6%
O=[N+]([O-])c1ccccc1Nc1ccccc1	2%	7%	15%	22%	0.2%
O/N=C(\Cc1cscn1)c1ccc(O)cc1O	-9%	-10%	0%	-8%	1.0%
COc1ccc(CCNC(=O)CN(c2ccccc2OC)S(C)(=O)=O)cc1OC	5%	4%	2%	1%	i
C/C(=N/NC(=O)CNC(=O)/C=C/c1ccccc1)c1ccco1	-1%	8%	-1%	29%	3.3%
Cc1ccc(S(=O)(=O)NCCc2nnc3ccc(NCCCOC(C)C)nn23)cc1	1%	4%	4%	2%	1.0%

As a working copy, part of the list above:
SMILES	M. tuberculosis HTS	Salmonella PhoP GFP	H1N1 NS1A inhibition	tuberculosis growth	inhibitors of VEEV	others
COC(=O)COc1coc(CN2CCN(c3cccc(Cl)c3)CC2)cc1=O	3%	-3%	5%	30%	0.5%
COc1ccccc1N1C(=O)C2C3C=CC(CC3)C2C1=O (centres undefined)	-7%	0%	-4%	8%	0.2%
O=C(Nc1sc2c(c1C(=O)NC1CCCCC1)CCC2)c1ccco1	/	/	-17%	/	4.8%

The list goes on:
SMILES	M. tuberculosis HTS	Salmonella PhoP GFP	H1N1 NS1A inhibition	tuberculosis growth	inhibitors of VEEV	others
CCn1c(=O)c2cc(C(=O)NCc3cccs3)sc2c2ccccc21	2%	-5%	-16%	-1%	0.9%
O=C(CCc1ccccc1)NCC1OCCc2ccccc21 (centres undefined)	1%	-2%	0%	74%	3.1%
Cc1csc(NC(=O)C2CCCCC2C(=O)O)n1 (centres undefined)	0%	1%	21%	-3%	0.6%
COCCCNc1ncnc2c1nc1n2CCCC1	5%	5%	17%	-4%	0.3%
O=C(Nc1ccc(Cl)cc1)Nc1ccccc1NS(=O)(=O)c1cccs1	4%	-7%	4%	19%	2.0%
CC(=O)NC(CC(=O)NC1CCCCC1)c1ccccc1 (centres undefined)	-3%	6%	-7%	-13%	0.4%
COc1ccc(C2=NN(c3nc(C(=O)O)cs3)C(O)(C(F)(F)F)C2)c(OC)c1 (centres undefined)	11%	-5%	-5%	50%	4.9%
CCNc1nnc(SCC(=O)c2cc(C)n(C3CC3)c2C)s1	/	/	-8%	/	2.6%
CC(=O)NCCc1cc2cc(C)c(C)cc2[nH]c1=O	0%	10%	1%	14%	1.9%
COc1cccc(NC(=O)c2cc([N+](=O)[O-])ccc2N2CCN(C)CC2)c1	3%	0%	4%	39%	i
CCOC(=O)c1sc(NC(=O)CSc2ncn[nH]2)c(C#N)c1C	?	-12%	5%	26%	0.9%
CCCn1cc(S(=O)(=O)CC(=O)Nc2ccc(OCC)cc2)c2ccccc21	-2%	0%	5%	24%	7.5%
CCOC(=O)N1CCC(N2C(=O)c3ccccc3C2Nc2ccc3c(C)cc(=O)oc3c2)CC1 (centres undefined)	-12%	-7%	-2%	22%	7.3%
O=C(NCc1ccc(Cl)cc1)c1ccc(CNc2c(N3CCCC3)c(=O)c2=O)cc1	-7%	17%	-23%	-6%	2.2%
Cc1ccc(C)c(C(=O)CN2C3=NCCCN3c3ccccc32)c1	-3%	8%	-1%	18%	3.6%
O=C(CSc1nnc2ccccn12)Nc1ccccc1C(=O)O	0%	4%	1%	-6%	1.1%
O=C(NCCN1CCOCC1)c1cccs1	-9%	-4%	-19%	-10%	2.7%
CC(C(=O)Nc1ccccc1F)N1C(=O)c2ccccc2C1=O (centres undefined)	-2%	4%	-5%	5%	0.4%
Cc1cccc2cc(CN(Cc3nnnn3C3CCCC3)C3CCCCC3)c(=O)[nH]c12	7%	13%	6%	44%	0.1%
COc1ccc(NC(=S)N2CCc3cc(OC)c(OC)cc3C2)cc1	10%	-2%	16%	4%	2.6%

Three compounds out of the list, sorted by SMILES length, low to high.
SMILES	M. tuberculosis HTS	Salmonella PhoP GFP	H1N1 NS1A inhibition	tuberculosis growth	inhibitors of VEEV	others
O=C(NCCN1CCOCC1)c1cccs1	-9%	-4%	-19%	-10%	2.7%
O=C(CSc1nnc2ccccn12)Nc1ccccc1C(=O)O	0%	4%	1%	-6%	1.1%
Cc1cccc2cc(CN(Cc3nnnn3C3CCCC3)C3CCCCC3)c(=O)[nH]c12	7%	13%	6%	44%	0.1%
